# ATXN2 expr inh – reduces ATXN2 reporter expression in HEK-293 cells; Potency, µM (top dose mostly 57 µM), for inactives: top-dose activity change, negative = inhibition, actives largely listed as inhibitors; 360,000 tested, 0.72% active; HEK-293 ATXN2-luciferase reporter, luminescence, 24 h; further: potency means the concentration at half of the fitted maximal effect; on the % scale 0 is the no-effect control and ±100 the full control effect; nearly all actives have a fitted effect of over 55% in size
#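 qHTS (up to 57 uM final) was run with 24 h compound exposure of reporter cells at 37 °C. Each well was multiplexed: SteadyGlo luminescence measured ATXN2-luciferase expression after a fluorogenic Gly-Phe-AFC viability readout (25 uM final).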
# Nrf2 inh – blocks Nrf2 signaling | A549 ARE-Fluc reporter, luciferase luminescence, 18-24 h | AID 504444 | 360,000 tested, 2.1% active | Potency, µM (highest dose often 46 µM), for the others: at the highest dose activity change, negative = inhibition, usual class: inhibitors; further: potency means the concentration at half of the fitted maximal effect; on the % scale 0 is the no-effect control and ±100 the full control effect; nearly all actives have a fitted effect of over 60% in size
#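 Nrf2 activity is the BugLite luminescence, read 15 min after reagent at room temperature, following CellTiter-Fluor cytotoxicity readout (30 min, 37C). Compound titrations were applied for 18-24 h to 5000 A549 ARE_Fluc cells/well in 5% FBS OPTI-MEM.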
# TGFb SMAD3 inh – blocks TGF-b signaling. HepG2 CAGA-GFP TGF-b/SMAD3 reporter, GFP fluorescence, 18 h; TGF-beta stimulated, 500 pg/mL final. Potency, µM (highest dose often 46.1 µM), for the others: at the highest dose activity, negative = inhibition, most hits filed as inhibitors. 410,000 tested, 1.2% active. AID 588855; further: potency means the concentration at half of the fitted maximal effect; on the % scale 0 is the no-effect control and ±100 the full control effect; nearly all actives have a fitted effect of over 65% in size
#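 TGF-beta reporter screen: HEPG2 CAGA-GFP, 1% FBS, 500 pg/mL TGF-beta final, 18 h; per-cell GFP summed per well; curves fitted and categorized by class.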
# Nrf2 activator – activators of Nrf2 (ARE) signaling. AREc32 ARE-luciferase reporter (MCF7-derived line), luminescence, 24 h. Potency, µM (titrated, usually from 46.1 µM), for inactives: at the highest dose activation, usual class: activators. 410,000 tested, 0.31% active. AID 624171; further: potency means the concentration at half of the fitted maximal effect; % of control where 0% means no effect; nearly all actives have a fitted effect of over 65% in size
#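 Nrf2 activation is followed as ARE-luciferase induction in the AREc32 line after one day of compound treatment; luminescence is read with Steady-Glo.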
# A549 tox – kills or reduces viability of A549 cells in Nrf2 counter-screen; A549 ARE-Fluc cells, CellTiter-Fluor viability, 18-24 h; Potency, µM (series often up to 46 µM), inactives show at the top dose activity change, negative = cytotoxicity, most hits filed as inhibitors; 390,000 tested, 0.16% active; AID 504648; further: potency means the concentration at half of the fitted maximal effect; on the % scale 0 is the no-effect control and ±100 the full control effect
#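 A549 ARE-Fluc cells in 5% FBS OPTI-MEM, 5000 cells/well, rested 2 h then exposed to compounds in concentration-response for 18-24 h at 37 °C. Viability by CellTiter-Fluor fluorescence (Ex 405/Em 525) after 30 min; luciferase luminescence (BugLite, 15 min, RT) read afterwards.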
# S2 tox – viability counter-screen for ATXN expression inhibitors. S2 cells (HEK-293 line with an ATXN2-luciferase reporter) viability, CellTiter-Fluor protease fluorescence, 24 h. Potency, µM (highest dose often 56.7 µM), hits mostly cytotoxic. 400,000 tested, 0.49% active. AID 651635; further: potency means the concentration at half of the fitted maximal effect; nearly all actives have a fitted effect of over 40% in size
# EPAC2 ag – agonists of human EPAC2 (RAPGEF4) | Q8WZA2 | EPAC2 activation, biochemical qHTS; response scale: 100% = 6.5 mM cAMP response | Potency, µM (highest dose often 154 µM), inactives show top-dose activation, usual class: activators | 360,000 tested, 0.079% active | AID 720711; further: potency means the concentration at half of the fitted maximal effect; nearly all actives have a fitted effect of over 50% in size
# Target sequence (Q8WZA2 whole entry, looked up): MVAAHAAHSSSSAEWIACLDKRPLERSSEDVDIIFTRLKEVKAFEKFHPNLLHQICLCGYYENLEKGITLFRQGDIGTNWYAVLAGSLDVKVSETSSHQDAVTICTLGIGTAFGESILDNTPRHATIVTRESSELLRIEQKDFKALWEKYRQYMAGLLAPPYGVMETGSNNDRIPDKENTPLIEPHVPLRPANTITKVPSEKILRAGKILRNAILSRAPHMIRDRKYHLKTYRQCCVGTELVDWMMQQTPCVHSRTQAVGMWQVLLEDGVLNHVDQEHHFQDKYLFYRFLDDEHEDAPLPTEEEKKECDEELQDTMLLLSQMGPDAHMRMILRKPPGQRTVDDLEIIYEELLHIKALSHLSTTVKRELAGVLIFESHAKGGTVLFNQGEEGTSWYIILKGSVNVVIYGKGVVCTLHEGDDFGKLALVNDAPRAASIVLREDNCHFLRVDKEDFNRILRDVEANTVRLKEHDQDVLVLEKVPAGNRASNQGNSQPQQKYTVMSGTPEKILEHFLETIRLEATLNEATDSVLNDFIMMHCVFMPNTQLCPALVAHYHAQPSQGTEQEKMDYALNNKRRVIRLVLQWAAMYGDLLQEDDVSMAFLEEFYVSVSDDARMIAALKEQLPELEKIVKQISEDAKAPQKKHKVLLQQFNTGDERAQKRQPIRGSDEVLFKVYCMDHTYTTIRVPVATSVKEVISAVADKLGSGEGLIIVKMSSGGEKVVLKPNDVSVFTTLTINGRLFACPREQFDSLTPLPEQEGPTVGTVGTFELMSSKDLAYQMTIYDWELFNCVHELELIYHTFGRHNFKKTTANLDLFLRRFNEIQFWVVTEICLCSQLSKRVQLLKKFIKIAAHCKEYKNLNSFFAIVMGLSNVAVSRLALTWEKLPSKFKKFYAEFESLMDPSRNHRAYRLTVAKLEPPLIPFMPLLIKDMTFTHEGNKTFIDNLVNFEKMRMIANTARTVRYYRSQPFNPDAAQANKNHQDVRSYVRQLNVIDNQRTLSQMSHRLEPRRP
#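 Guanine nucleotide exchange by EPAC2 is measured as reduced fluorescence of BODIPY-GDP once it is released from 250 nM Rap1B. Plates are read kinetically for 30 min at room temperature; results are scaled to 6.5 mM cAMP.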
# IL-2 act – activators of IL-2; IL-2 activation reporter assay, cell-based qHTS; stimulated with anti-CD3/CD4/CD28 beads; in transgenic mouse T cells; activation, % (series mostly up to about 46 µM); 360,000 tested, 0.065% active; AID 652025; in the data active means activation above about 50%; inconclusive means mostly about 30% to 49%; further: 0% is about no effect
#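 Readout is EGFP and DsRed signal by fluorescent plate cytometry after 18 h at 37 degrees C. Transgenic mouse T cells (750/well) received compound for 60 min before bead stimulation (anti-CD3, anti-CD4, anti-CD28); memory T cells served as non-tolerant control.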
# HepG2 viability – HepG2 cytotoxicity, counter-screen for TGF-b inhibitors | HepG2 CAGA-GFP viability, ATP luminescence, 18 h | 410,000 tested, 0.76% active | Potency, µM (highest dose often 46.1 µM), inactives show top-dose activity change, negative = cytotoxicity, usual class: cytotoxic | AID 588856; further: potency means the concentration at half of the fitted maximal effect; some results filed as inactive show a strong effect at the top dose
#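 CellTiter-Glo luminescence gave cytotoxicity after 18 hours at 37 degrees C. The cells were HepG2 CAGA-GFP in 1% FBS DMEM, stimulated with 500 pg/mL TGF-beta after compound addition. %Activity was normalised to no-cell wells (complete cell-killing) and DMSO (no toxicity), and curves were fitted and classified.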
# An asterisk follows results filed as active; i = inactive; u = inconclusive; x = no result given; & = joins results of further samples; [ ] = another dose, or the depositor's remark. Unless noted, the call rests on the fitted dose curve; in most records, active means well fitted curve in the direction sought with a large enough effect; inconclusive means small, poorly fitted or top-dose-only effect, or another doubt; inactive means no such curve, though single readings can be large; an effect the other way counts as inactive or inconclusive.
entry	Structure	ATXN2 expr inh	Nrf2 inh	TGFb SMAD3 inh	Nrf2 activator	A549 tox	S2 tox	EPAC2 ag	IL-2 act	HepG2 viability
1	CCN1CCc2nc3sc(C(=O)N4CCc5ccccc5C4)c(N)c3cc2C1	-23%	18%	5%	0.3%	1%	i	6%	0.0	-21%
2	COc1ccc(C(=O)NCCSc2c(C)[nH]c3ccccc23)cc1	u	-7%[9.27 µM]	u	4.9%	-9%	u	x	x	-27%
3	COc1cccc(N2CCN(C(=S)Nc3ccc(F)cc3)CC2)c1	x	10%	-6%	2.4%	13%	i	6%	-0.3	-5%
4	Cc1ccccc1-n1ncc2c1CC(C)(C)CC2NC(=O)CCC(F)(F)F (stereo not given)	4%	0%	-1%	0.0%	2%	i	3%	5.4	-40%
5	COc1cc(/C=N/NC(N)=O)c(Br)cc1OCC(=O)Nc1ccccc1C	u	u	1%	-0.2%	-18%	u	-16%	-0.1	-3%
6	O=C(N/N=C/c1ccco1)c1ccn[nH]1	4%[11.3 µM]	11%	9%	5.8%	2%	i	-4%	-2.2	9%
7	Cc1ccc(SCc2c(C(=O)N/N=C/c3ccco3)nnn2-c2nonc2N)cc1	x	x	-19%	-0.6%	x	i	9%	-2.2	-30%
8	COc1ccc(OC)c(NC(=O)CSc2nncc(=O)n2N)c1	-10%	15%	-10%	5.5%	-3%	i	16%	-3.0	-28%
9	O=C1Nc2ccc(Cl)cc2C12Nc1ccccc1-c1nnc(SCc3ccccc3F)nc1O2 (stereo not given)	-6%	2%	2%	15%	4%	i	-21%	0.3	-34%
10	O=C(CN(CC1CCCO1)C(=O)CNS(=O)(=O)c1ccc(F)cc1)NC1CCCC1 (stereo not given)	-1%	3%	3%	-0.9%	5%	i	9%	-3.4	-13%
11	CC(C)(C)OC(=O)NCCNC(=O)c1cccs1	0%	3%	0%	2.2%	0%	i	4%	0.8	-58%
12	CCC(C)NC(=O)C1(C)CCC(=O)N1Cc1ccccc1OC (stereo not given)	-1%	2%	-24%	-0.4%	-2%	i	-1%	-0.5	12%
13	O=c1[nH]c2cc3c(cc2cc1C(c1nnnn1C1CCCCC1)N1CCSCC1)OCCO3 (stereo not given)	23%	u	0%	-0.4%	-16%	i	-15%	-2.2	5%
14	CC1CCCN(CCC(=O)Nc2ccc(F)c(F)c2)C1 (stereo not given)	-18%	6%	0%	-0.3%	-13%	i	-4%	1.7	-14%
15	COCCNCc1ccccc1	-6%	x	-18%	-0.8%	-2%	i	4%	2.5	-8%
16	CCOCCC(=O)Nc1ccc2c(c1)c(=O)n(C)n2C/C=C/c1ccccc1	0%	x	-13%	0.5%	x	u	7%	0.0	0%
17	CCCNC(=O)NC(=O)COC(=O)/C=C/c1cc(Br)ccc1F	-5%	10%	4%	0.4%	1%	i	3%	0.0	5%
18	COc1ccc(S(=O)(=O)NCc2ccc3c(c2)cc(C)n3C)cc1	-26%	5%	0%	-0.5%	-2%	i	22%	-0.9	-13%
19	O=C(NCCN1CCC(n2c(=O)[nH]c3ccccc32)CC1)c1ccc(OC(F)(F)F)cc1	-18%	x	x	7.4%	x	i	-4%	-0.6	x
20	CNc1snc(C)c1C(=O)OC(C)C(=O)c1ccc(F)cc1 (stereo not given)	-18%	21µM*	3%	0.2%	-5%	i	5%	-0.9	-11%

# Overlap with the part before: 3 entries, followed by the next part.
entry	Structure	ATXN2 expr inh	Nrf2 inh	TGFb SMAD3 inh	Nrf2 activator	A549 tox	S2 tox	EPAC2 ag	IL-2 act	HepG2 viability
18	COc1ccc(S(=O)(=O)NCc2ccc3c(c2)cc(C)n3C)cc1	-26%	5%	0%	-0.5%	-2%	i	22%	-0.9	-13%
19	O=C(NCCN1CCC(n2c(=O)[nH]c3ccccc32)CC1)c1ccc(OC(F)(F)F)cc1	-18%	x	x	7.4%	x	i	-4%	-0.6	x
20	CNc1snc(C)c1C(=O)OC(C)C(=O)c1ccc(F)cc1 (stereo not given)	-18%	21µM*	3%	0.2%	-5%	i	5%	-0.9	-11%
21	CCNc1nc(SCCOc2ccccc2)nc(N(C)C)n1	-12%	-12%	-5%	2.8%	-5%	i	25%	-5.0	-34%
22	COc1ccc(CNc2cc(C)ccc2C)c(OC)c1OC	-5%	x	-13%	-0.5%	-7%	i	8%	-2.3	-21%
23	COc1ccc(CCN=C(N)NS(=O)(=O)c2ccc(C)c(C)c2)cc1OC	-6%	u	0%	-0.6%	-12%	i	5%	0.6	8%
24	CC(C)(C)OC(=O)N[C@@H](CC(=O)OCc1ccccc1)C(=O)O	-22%[11.3 µM]	-6%	4%	-0.7%	-1%	i	-5%	0.8	-22%
25	CCCn1c(=O)c2[nH]c(-c3ccc(S(=O)(=O)O)cc3)nc2n(CCC)c1=O	-1%	-3%	0%	-0.1%	10%	i	6%	0.5	-8%
26	CC(=O)N(CCC(c1ccccc1)c1ccco1)Cc1cccs1 (stereo not given)	-12%	u	0%	2.9%	-2%	i	-11%	-1.3	0%
27	CCOC(=O)Cn1c(=NC(=O)c2sc3ccccc3c2Cl)sc2cc(S(N)(=O)=O)ccc21	-12%	-12%	-16%	-0.5%	0%	i	5%	-0.3	-10%
28	CSc1ccc(CN2CCC2(C)C(=O)NC2CCc3ccccc32)cc1 (stereo not given)	3%	x	u	7.6%	x	i	19%	-0.2	-29%
29	O=C(Nc1ccc(Oc2cccnc2)nc1)c1ccc(C(F)(F)F)cc1	-39%	5.8µM*	0%	0.5%	0%	i	11%	-0.3	-42%
30	CCOC(=O)C(C)n1cnc2sc3c(c2c1=O)CCC3 (stereo not given)	1%	0%	-18%	0.1%	1%	i	9%	-0.1	-26%
31	Cc1ccc(C(=O)N/N=C/c2ccc(S(=O)(=O)O)o2)c(Cl)c1	-2%	-12%	13%	-0.1%	3%	i	-10%	-0.5	0%
32	COc1ccc(C(=O)NC2CC2)cc1OC1CCN(Cc2ccc(F)cc2F)CC1	-3%	-5%	-33%	-0.8%	0%	i	3%	-3.9	0%
33	CC1CC(C)CN(S(=O)(=O)c2ccc(NC(=O)[C@@H]3CCCN3C(=O)c3cccs3)cc2)C1 (stereo not given in full)	x	-22%	-20%	-0.3%	-4%	u	0%	2.0	-10%
34	O=C(Nc1ccc2c(c1)OCO2)c1noc2c1CCCCC2	27%	x	14%	0.1%	1%	i	18%	-0.8	-32%
35	Cc1cc(=O)oc2c3c(cc(OCC(=O)NCCC(=O)N[C@@H](C)C(=O)O)c12)OC(C)(C)CC3	2%	-11%	11%	-0.2%	-12%	i	8%	0.0	-1%
36	Cc1ccc(O)c(N=Nc2nccs2)c1	u	u	u	u	-13%	u	-2%	-0.4	-31%
37	O=C(Nc1ccccc1)N1CCCC(c2nc(-c3cccs3)no2)C1 (stereo not given)	4%	x	-1%	4.4%	1%	i	1%	-1.3	-21%
38	Cc1cccc(N(CC(=O)NC(C)C)C(=O)CCC(=O)Nc2nccs2)c1	-32%	12%	12%	-1.0%	14%	i	4%	0.7	-10%
39	O=S(=O)(NCc1cccs1)c1ccccc1Cl	-2%	0%	12%	0.3%	-2%	i	2%	-2.2	9%
40	O=C(NCc1ccc2c(c1)OCO2)C(C(=O)c1ccccc1)n1cc(Cl)ccc1=O (stereo not given)	-10%	-5%	-11%	0.2%	1%	i	-2%	2.2	-7%
41	C=C(C)CN(CC)C(=O)CCc1nnc(CCCc2ccccc2)o1	98%[activator]	u	8%	2.5%	1%	i	-6%	0.7	2%
42	O=C(CSc1nc(Nc2ccccc2)nc(N2CCOCC2)n1)NC1CCCCC1	0%	-19%	10%	0.6%	-1%	i	-7%	-0.7	-30%
43	CC1=C(C(=O)Nc2ccccc2C(F)(F)F)C(c2sccc2C)NC(=S)N1 (stereo not given)	20%	u	-22%	-0.4%	-11%	i	16%	1.6	-7%
44	Cc1ccc(S(=O)(=O)Nc2cc(=O)[nH]c(SCC(=O)Nc3ccccc3Cl)n2)cc1	-10%	u	u	0.0%	-18%	i	13%	0.7	-20%
45	COc1ccc(CNS(=O)(=O)c2ccc(C)cc2)cc1	5%	1%&-5%	-3%&1%	0.0%	-2%&-3%	i	8%	-2.1	-7%&-18%
46	COc1ccc(-n2cc(CNC3CCC(O)CC3)c(-c3cccc(F)c3)n2)cc1 (stereo not given)	-30%	-4%	-11%	3.0%	0%	i	-3%	-4.3	-9%
47	COc1cc(NCc2ccccc2O)c2ncccc2c1	-10%	6%	6%	2.9%	0%	i	11%	1.2	-5%
48	CCCOc1ccc(NC(=O)CC2C(=O)N(c3ccc(C)cc3)C(=O)N2C(C)C)cc1 (stereo not given)	x	14%	-23%	1.6%	0%	x	x	x	-23%
49	O=C(C1=C[C@@H](c2csc3ccccc23)C[C@@H](OCc2ccc(CO)cc2)O1)N1CCOCC1	-7%	1%	-9%	-0.1%	-1%	u	13%	-2.1	4%
50	CCc1cccc(NC(=O)c2cc3c(=O)n(Cc4ccc(OC)cc4)ccc3nc2C)c1	-32%	-17%	u	3.5%	0%	u	x	x	-5%
51	Cc1ccc(Nc2ccc(N3CCN(C(=O)c4cccc([N+](=O)[O-])c4)CC3)nn2)cc1	x	x	u	5.6%	-9%	x	x	x	19%

# Arranged by the number under TGFb SMAD3 inh (ascending): three of the compounds above
No. | SMILES | TGFb SMAD3 inh | Nrf2 activator | EPAC2 ag
22 | COc1ccc(CNc2cc(C)ccc2C)c(OC)c1OC | -13% | -0.5% | 8%
3 | COc1cccc(N2CCN(C(=S)Nc3ccc(F)cc3)CC2)c1 | -6% | 2.4% | 6%
26 | CC(=O)N(CCC(c1ccccc1)c1ccco1)Cc1cccs1 (stereo not given) | 0% | 2.9% | -11%
